# sdo1 growth = compounds rescuing growth of sdo1-depleted yeast, bone marrow failure model | S. cerevisiae sdo1-depleted JHY4D growth rescue, OD600 30 h; active compounds read high; pdr5 snq2 efflux-pump mutant strain | z-score at 10 µM | hit rate 0.21% among 140,000;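 active = z-score above 3 at both the 24 hr and the 30 hr optical density reads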;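 also: z-score against mean and SD of all compound wells on the same plate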
# Insulin prom inh = TRM-6 insulin promoter activity inhibition | hit rate 0.9% among 130,000 | AID 1273 | TRM-6 cells (human fetal islet line), insulin promoter-eGFP reporter, imaging; reporter expression induced with tamoxifen | inhibition, % at 2 µM;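 active = inhibition above the mean plus 3 SD, with well images judged a real hit on visual review, cut at about 60% in these data, passing the limit was not always enough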
# sdo1 growth Rescue 24 h = also measured in sdo1 growth; calls as there; z-score; S. cerevisiae sdo1-depleted JHY4D growth rescue, OD600; measured here: growth rescue at 24 h;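 0 is the plate mean of compound wells and units are plate SD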
# Numbers without * were called inactive; i = inactive; / = no result given. Not all compounds are listed (hit frequency here may not be typical).
sdo1 growth	Insulin prom inh	sdo1 growth Rescue 24 h	structure
/	57	/	Brc1ccc(/C=N/Nc2nncc(-c3ccccc3)n2)o1
0.48	-16	-0.36	Cc1cccc(C)c1NC(=O)C1(N(Cc2ccco2)C(=O)CC2NC(=O)NC2=O)CCCC1 (stereo not drawn)
-0.21	-8	-0.58	Cc1ccc(-c2noc(CCC(=O)NCCCN3CCN(c4ccc(F)cc4)CC3)n2)cc1
0.9	-59	0.67	O=C(CN1CCN(Cc2ccccc2)CC1)N/N=C/c1c[nH]c2ccccc12
/	-4	/	COc1ccc(C(=O)/C=C/NCc2ccc(C)cc2)cc1
-0.91	31	-0.64	COc1ccc(NS(=O)(=O)c2cc(NC(=O)/C=C/c3cc(OC)ccc3OC)ccc2N2CCCCC2)cc1
0.33	0	-0.44	CC1(C)CNC(=O)c2sc(NC(=O)CN3CCOCC3)nc2C1
0.4	65	-0.01	O=C(Nc1ccccc1)NC1CS(=O)(=O)CC1O (stereo not drawn)
0.52	-30	0.42	COCCCNCCCOc1ccc(Cl)cc1Br
1.9	/	1.4	COc1ccc(C)cc1NC(=O)CN1C(=O)c2ccccc2S1(=O)=O
-0.14	-230	-0.46	COC(=O)[C@H]1C2CCC(C(=O)OC)(CC2)[C@H]1C(=O)OC
1.9	3	1.8	CN(C)C(=O)c1cc(F)ccc1Sc1cc(Cl)ccc1Cl
-0.21	-18	-0.72	CC1CCc2c(C(=O)NCc3cccnc3)csc2C1 (stereo not drawn)
/	-78	/	CCOC(=O)c1c(-c2ccc(C)cc2)csc1/N=C/N(C)C
1.5	-43	0.42	COC(=O)[C@@H](NC(=O)Nc1ccc(S(N)(=O)=O)cc1)C(C)C

# Five of these compounds, set out differently:
Molecule | sdo1 growth | Insulin prom inh | sdo1 growth Rescue 24 h
O=C(CN1CCN(Cc2ccccc2)CC1)N/N=C/c1c[nH]c2ccccc12 | 0.9 | -59 | 0.67
COCCCNCCCOc1ccc(Cl)cc1Br | 0.52 | -30 | 0.42
Brc1ccc(/C=N/Nc2nncc(-c3ccccc3)n2)o1 | / | 57 | /
COc1ccc(NS(=O)(=O)c2cc(NC(=O)/C=C/c3cc(OC)ccc3OC)ccc2N2CCCCC2)cc1 | -0.91 | 31 | -0.64
O=C(Nc1ccccc1)NC1CS(=O)(=O)CC1O (stereo not drawn) | 0.4 | 65 | -0.01

# More entries:
sdo1 growth	Insulin prom inh	sdo1 growth Rescue 24 h	structure
-0.67	-152	-0.29	CC(C)CC1(C(=O)NCc2cc(F)cc(C(F)(F)F)c2)C=CCN1C(=O)c1ccccc1 (stereo not drawn)
0.11	-25	0.65	CCc1nc2ccccc2c(=O)n1NCCc1ccccc1
-0.75	/	-0.68	Cc1cc(-n2c(C)cc(C(=O)CN3C(=O)NC4(CCCCC4)C3=O)c2C)no1
0.82	-17	0.4	C=CCNC(=S)NNC(=O)C(CCC(C)C)CC(C)(C)O (stereo not drawn)
-1.5	-41	-0.95	Cc1ccc(CSc2nnc(CS(=O)Cc3ccc(Cl)cc3Cl)n2C)cc1 (stereo not drawn)
0.45	22	0.15	Brc1ccc(-c2csc(/N=C/N3CCOCC3)n2)cc1
-0.37	-37	-0.06	OCCNCCCOc1ccc(Cl)cc1Br
0.39	24	0.7	O=C1OC(c2ccc(O)cc2)(c2ccc(O)cc2)c2ccccc21
2.1	10	0.96	COc1ccc(C2C(C(C)=O)=C(O)C(=O)N2CCc2ccccc2)c(OC)c1 (stereo not drawn)
1	7	1.7	COc1ccc(/C=C(\NC(=O)c2cccs2)C(=O)Nc2cccc3ccccc23)cc1OC
-0.02	-40	-0.46	Fc1cccc2sc(Nc3nc4cc5c(cc4s3)OCO5)nc12
/	-80	/	COc1ccccc1N(C)S(=O)(=O)c1ccc(Cl)c(C(=O)NC2=NCCS2)c1
0.74	-311	0.16	O=C(c1ccc(Cl)c(S(=O)(=O)N2CCOCC2)c1)N1CCN(Cc2ccccc2)CC1
/	-21	/	COc1cc(CCC(=O)Nc2nnc(-c3cccnc3)s2)cc(OC)c1OC
1.2	-12	1.3	Cc1nc2ccccc2cc1C(=O)N/N=C/c1cccs1

# Exported as labelled records: part of the list above
> Cc1ccc(CSc2nnc(CS(=O)Cc3ccc(Cl)cc3Cl)n2C)cc1 (stereo not drawn)
  sdo1 growth: -1.5; Insulin prom inh: -41; sdo1 growth Rescue 24 h: -0.95

> Cc1cc(-n2c(C)cc(C(=O)CN3C(=O)NC4(CCCCC4)C3=O)c2C)no1
  sdo1 growth: -0.75; Insulin prom inh: /; sdo1 growth Rescue 24 h: -0.68

> O=C1OC(c2ccc(O)cc2)(c2ccc(O)cc2)c2ccccc21
  sdo1 growth: 0.39; Insulin prom inh: 24; sdo1 growth Rescue 24 h: 0.7

# (continued)
sdo1 growth	Insulin prom inh	sdo1 growth Rescue 24 h	structure
-1	/	-1.1	O=C(Cn1nc(Cc2ccncc2)c2ccccc2c1=O)N1CCc2ccccc2C1
-0.91	/	-0.98	O=C(CSc1nnc(-c2ccc(F)cc2)c2ccccc12)Nc1ccccc1Cl
0.16	10	-0.13	CC(C)NC(=O)CSc1nnc(COc2ccccc2Cl)o1
-0.86	-18	-0.31	O=C(Cn1ncc2ccccc21)N1CCN(c2cccc(C(F)(F)F)c2)CC1
-0.64	-135	1.4	Cc1ccsc1-c1nc(C(N)=O)c2[nH]c(=O)n(-c3ccc(Cl)cc3)c2n1
0.99	62	0.68	CCOC(=O)c1ccc(NC(=O)C2CCN(C(=O)c3ccc(OC)c(OC)c3)CC2)cc1
-0.72	0	-0.88	Cc1ccc(C2CC(=O)NC(SCC(=O)Nc3nccs3)=C2C#N)cc1 (stereo not drawn)
0.53	-36	0.3	COc1ccc(Nc2nc(N)nc(CSCCO)n2)cc1
-0.28	23	1.7	CCC(=O)NC(=S)Nc1ccc(S(=O)(=O)N2CCN(C)CC2)cc1
0.44	/	0.27	Cc1ccc(C(c2sc3nc(C)nn3c2O)N2CCOCC2)cc1 (stereo not drawn)
0.01	/	-0.24	Cc1ccc2[nH]c(=O)c(C(c3nnnn3CC3CCCO3)N3CCc4ccccc4C3)cc2c1 (stereo not drawn)
/	-20	/	O=C(COC(=O)c1ccccc1C(=O)c1ccc(Cl)c([N+](=O)[O-])c1)NC1CC1
1.2	13	0.82	CC(=O)Oc1ccc(C(=O)Nc2ccc3c(c2)C(=O)N(CCC(=O)O)C3=O)cc1
0.41	/	0.21	COc1ccc(C2SCC(C(=O)O)N2C(C)=O)cc1OC (stereo not drawn)
0.17	/	0.66	CC(=O)N1CCc2cc(C(=O)CN3CCCN(Cc4ccc(F)cc4)C3)ccc21
1.1	-34	1.2	CC(C)c1ccc(C(CC(=O)c2ccc(Cl)cc2)C(=O)O)cc1 (stereo not drawn)
0.07	10	1.5	Cc1cc(NC(=O)c2cc(-c3ccc4c(c3)OCO4)on2)n(-c2ccccc2)n1
/	-5	/	COc1ccc(CN2CCC(C(=O)N3CCCC(C)C3)CC2)cc1OC (stereo not drawn)
0.77	9	-0.01	Cc1nn(CC(=O)O)c(=O)c2ccccc12
-1.2	-6	-1.2	O=C(CNC(=O)c1ccc(-c2ccccc2)cc1)OCc1c(F)cccc1Cl
1.7	/	2	CCCOc1ccc(NC(=O)C(=O)NCCCn2ccnc2)cc1
-0.45	-20	0.58	O=C(CC(NC(=O)c1ccccc1Cl)c1ccccc1)Nc1ccc2c(c1)OCO2 (stereo not drawn)
-0.48	21	-0.67	Cc1ccc(-c2ccc(/C=N\NC(=O)C3C(=O)NCC3c3ccccc3)o2)cc1Cl (stereo not drawn)
-0.8	48	-0.57	O=C(NCc1ccco1)c1cc(-c2ccccc2)on1
/	23	/	CCOc1ccc(CNC(=O)c2ccco2)cc1
-0.98	68*	-0.59	Cc1ccc(C2C(=O)N(C3CCC(C)CC3)CC(=O)N2C2CCCC2)cc1 (stereo not drawn)
0.24	-24	-0.17	CC1(C(=O)O)C=CCN1C(=O)c1ccccc1 (stereo not drawn)
-0.16	-50	-0.12	CCOCCCNC(=O)Cn1nc(-c2ccccc2)ccc1=O
/	27	/	CCOc1ccc(CCNC(=O)C2=C(C)C(=O)OC23CCC(C)CC3)cc1OCC (stereo not drawn)
/	-33	/	CC(C(=O)O)n1cc(Cl)cn1 (stereo not drawn)
0.42	-90	0.4	NC(=O)CC[C@@H]1NC(=O)[C@H](CO)NC(=O)c2cc([N+](=O)[O-])cc(I)c2OCC[C@@H](C(N)=O)NC1=O
/	-27	/	Cc1cccc(CSCc2ccc(C(=O)NCC3CCCO3)o2)c1 (stereo not drawn)
0.41	44	0.27	O=C(O)c1ccc(-n2c(-c3ccc(Br)cc3)n[nH]c2=S)cc1
0.66	/	0.68	c1cn(-c2ncnc3sc4c(c23)CCCC4)cn1
/	-25	/	COc1nc(OC)nc(N2CCC(C(=O)NC3CC3)CC2)n1
-1.1	-29	-0.22	CCOC(=O)c1sc(NC(=O)c2cc3c(s2)CCC(C)C3)nc1C (stereo not drawn)
1.5	/	0.67	COc1ccc(-n2c(Cn3c(=O)sc4ccccc43)nnc2SCC(=O)N2CCCCC2)cc1
/	i	/	COc1ccc(C(=O)CSc2nc3nc(C)cc(C)c3c(=O)[nH]2)cc1OC
/	36	/	COc1ccc(OC)c(NC(=O)COC(=O)Cc2ccc(Br)cc2)c1
-0.17	6	-0.04	COc1cc(Br)cc(-c2nc3c(c(=O)[nH]c(=O)n3Cc3ccccc3)n2C)c1O
-0.47	36	-1	CCOCCCn1c(=NC(=O)c2cccnc2)c(C(=O)OCC)cc2c(=O)n3ccccc3nc21
0.46	-8	0.03	CCOc1cccc(C=Nc2cc(C)cc(C)c2O)c1O
0.42	-58	-0.1	COc1ccccc1NCc1nnc(SCC(=O)N/N=C/c2ccco2)n1-c1ccc(Cl)cc1Cl
-0.55	-155	-0.75	C=C(C)CN1CCN(c2c(CCC#N)c(C)c(C#N)c3nc4ccccc4n23)CC1
/	-75	/	NS(=O)(=O)c1ccc(CCNC(=O)c2ccc(C#CC3(O)CCCCC3)cc2)cc1
/	-115	/	O=C(CC1Sc2ccccc2NC1=O)NCc1cccc(Cl)c1 (stereo not drawn)
0.28	41	-0.04	CN(C)c1ccc(N2C(=O)CC(Nc3ccc(N4CCOCC4)cc3)C2=O)cc1 (stereo not drawn)
1.2	39	0.2	COc1cc2[nH]c3c(Cl)ncnc3c2cc1OC
-1.8	/	-0.03	COc1ccc(/C=N/NC(=O)c2nc(-c3ccccc3)cc(-c3ccccc3)n2)cc1
-1.1	-39	-0.35	COc1ccc2c(CC(=O)OCC(=O)Nc3sc4c(c3C#N)CCC(C)C4)coc2c1 (stereo not drawn)
1.5	-47	2.3	Cc1cc(C(=O)OCC(=O)c2ccc3c(c2)OCCO3)c(C)o1
/	-31	/	CC(C1CC1)N(Cc1ccccc1)C(=S)Nc1ccccc1 (stereo not drawn)
0.55	14	0.74	Cc1nn(CC(=O)NCCc2ccccc2)c(C)c1[N+](=O)[O-]
1	-25	1.1	CCCN(CCC)C(=O)C1CC(=O)OC12CCOC(C)(C)C2 (stereo not drawn)
1.1	/	2.2	O=C(Oc1ccc(-c2cnc3ccccc3n2)cc1)c1ccco1
0.53	-14	0.81	O=C(O)CCc1ccc(-c2ccccc2)n1NC(=O)c1ccco1
0.45	/	0.2	CCS(=O)(=O)c1nc(NC(C)=O)n[nH]1
1.6	/	1.3	C/C(Nc1ccc(F)cc1)=C(/C#N)C(N)=O
-0.18	14	-0.06	c1ccc(Cn2nnnc2C(c2ccccn2)N2CCN(c3ccccc3)CC2)cc1 (stereo not drawn)
-1.2	13	-0.52	N#C/C(=C(/O)Cc1cccc2ccccc12)c1nc2ccccc2s1

# (list continues)
sdo1 growth	Insulin prom inh	sdo1 growth Rescue 24 h	structure
/	21	/	COCCCNC(=S)N/N=C/c1ccc(N(C)C)cc1
-0.38	-31	-0.62	O=[N+]([O-])c1ccc(F)c(N=Cc2ccc(Br)s2)c1
-0.11	64	-0.57	CC1CCN(C(=O)CCc2ccc(S(=O)(=O)NC(C)C)cc2)CC1
1.2	23	0.86	CC[n+]1c(P(=O)([O-])c2ccccc2)[nH]c2ccccc21
/	36	/	COCCN=C1NN=C(c2ccc(C)c([N+](=O)[O-])c2)CS1
0.47	62	0.02	COc1ccccc1NC(=O)CSc1nccc(=O)[nH]1
0.44	-143	0.22	CC(C)C(OC(=O)c1ccco1)C(=O)NC1CCCCC1 (stereo not drawn)
/	33	/	O=C(O)C1CC=CCC1C(=O)Nc1cccnc1 (stereo not drawn)
0.25	/	-0.04	Cc1c(NC(=O)c2cc(C(C)C)on2)c(=O)n(-c2ccccc2)n1C
/	5	/	Clc1cccc(NCc2ccccc2)n1
-1.1	/	-0.26	COc1cccc2c(=O)n(CC(=O)Nc3ccc(F)cc3)ccc12
/	-33	/	COc1cccc(-n2c(N)c(-c3nc4ccccc4[nH]3)sc2=S)c1
/	21	/	O=C(NC1CC1)c1ccc2c(Cl)c3c(nc2c1)CCCC3
/	-431	/	O=C(CN(CC(=O)N1CCOCC1)S(=O)(=O)c1ccc(Br)s1)N1CCOCC1
/	64	/	Cc1ccc(N(CC(=O)NN=C2CCN(C)CC2)S(=O)(=O)c2ccc(C)cc2)cc1

# Records listed so far that bear a hit mark in Insulin prom inh.
sdo1 growth	Insulin prom inh	sdo1 growth Rescue 24 h	structure
-0.98	68*	-0.59	Cc1ccc(C2C(=O)N(C3CCC(C)CC3)CC(=O)N2C2CCCC2)cc1 (stereo not drawn)

# Continued:
sdo1 growth	Insulin prom inh	sdo1 growth Rescue 24 h	structure
0.47	/	0.13	Oc1ccccc1CNn1cnnc1
/	21	/	COc1ccc(C(=O)OCC[N+]2(C)CCOCC2)cc1
0	/	-0.18	O=C(COC(=O)CCc1nc2ccccc2s1)Nc1ncc(Cl)cc1Cl
-0.32	/	-0.24	COc1cccc(CN2CCN(C(=O)c3cccc4ccccc34)CC2)c1OC
0.87	/	-0.53	Cc1ccc(Nc2nc(N)nc(CN3CCN(C)CC3)n2)cc1C

# Assay outcomes: PubChem, several laboratories
